L3MBTL1 block: blocks human L3MBTL1. AlphaScreen L3MBTL1–H3K9me1 peptide binding. Potency, µM (highest dose often 57.1 µM), for the others: at the top dose activity, negative = inhibition, hits mostly inhibitors. 230,000 tested, 0.66% active. AID 485360; also: nearly all actives have a fitted effect of over 60% in size
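First, the protein-peptide complex forms for 30 min at room temperature (L3MBTL1 50 nM, biotinylated H3K9me1 peptide 75 nM). Next, compounds are pin-transferred and incubated 30 min. Finally, AlphaScreen beads are added and read after 30 min.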
Tau fluor cs: counter-screen for tau fibril formation inhibitors; Potency, µM (doses to about 57.7 µM), inactives show at the highest dose activity change, negative = decrease; 280,000 tested, 0.93% active; AID 1463; tau K18 P301L Alexa594 fluorescence, heparin fibrillization; also: nearly all actives have a fitted effect of over 55% in size
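Human tau K18 P301L (15 uM unlabeled, 0.24 uM Alexa 594-labeled) in 100 mM sodium acetate pH 7 with 20 uM heparin, 6 hr at 37 C. ThT 30 uM added, 1 hr ambient; Alexa 594 FP and total fluorescence read at 555/632 nm.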
TRb-SRC2 inh: disrupts binding of human TR beta to SRC2. TRbeta-SRC2 peptide binding, fluorescence polarization; receptor liganded with 1 µM T3. P10828. 280,000 tested, 0.065% active. AID 1469. Potency, µM (highest dose often 106 µM), without a hit: at the top dose activity change, negative = inhibition, most hits filed as inhibitors;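 also: plate controls were bound peptide for no effect and peptide without receptor for full effect; nearly all actives have a fitted effect of over 50% in size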
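Human TRb ligand-binding domain (0.6 uM) is mixed with 20 nM Texas Red SRC2 peptide and 1 uM T3; after compound addition and 5 hr at ambient temperature, polarization is measured and normalized to unbound and bound controls.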
TexasRed fluor: counter-screen for TRb-SRC2 inhibitors: fluorescence interference; TRb/SRC2 Texas Red total fluorescence interference; Potency, µM (highest dose often 106 µM), for the others: top-dose fluorescence change, negative = quenching; 280,000 tested, 0.29% active; active = well fitted curve in either direction with a large enough effect; inconclusive = small, poorly fitted or top-dose-only effect
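Human TRb ligand-binding domain at 0.6 uM with 20 nM Texas Red SRC2 peptide in Tris buffer containing 1 uM T3 and 5% DMSO, incubated with compound 5 h at ambient temperature. Total fluorescence (555/632 nm) calculated as parallel + 2 × perpendicular.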
Tau fibril ThT: inhibitors of human tau fibril formation, thioflavin T binding; 270,000 tested, 2.1% active; Potency, µM (doses to about 57.4 µM), without a hit: at the highest dose activity, negative = inhibition, usual class: inhibitors; recombinant tau K18 P301L (four-repeat tau fragment), heparin-induced fibrillization, ThT fluorescence; P10636; also: nearly all actives have a fitted effect of over 55% in size
Target sequence (P10636 561-689 P618L limits assumed): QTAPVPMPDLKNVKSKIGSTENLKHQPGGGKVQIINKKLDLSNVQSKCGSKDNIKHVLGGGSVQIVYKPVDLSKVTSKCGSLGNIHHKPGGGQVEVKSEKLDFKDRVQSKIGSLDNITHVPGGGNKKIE
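Heparin-induced (20 uM) aggregation of recombinant human K18 P301L tau, 15 uM unlabeled with 0.24 uM labeled, pH 7 acetate buffer, 6 hr at 37 C with compound. Fibrils quantified by 30 uM ThT fluorescence after 1 hr ambient incubation.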
Tau FP inhib: blocks human tau fibril formation measured by polarization; K18 P301L tau heparin fibrillization, Alexa594 FP, 6 h; Potency, µM (highest dose often 57.7 µM), inactives show at the top dose activity, negative = inhibition, most hits filed as inhibitors; 280,000 tested, 0.39% active; also: nearly all actives have a fitted effect of over 55% in size
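Steps: dispense K18 P301L tau (15 uM plus 0.24 uM Alexa 594 tracer, final) in pH 7 sodium acetate; add compound; add heparin (20 uM final); incubate 6 hr, 37 C; add ThT (30 uM final); after 1 hr ambient, read FP.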
aGal spleen mod: alpha-galactosidase A (human) modulation; P06280; human spleen homogenate, 4MU-alpha-Gal fluorescence, 40 min; Potency, µM (highest dose often 80 µM), for inactives: at the top dose activity change, negative = inhibition, most hits filed as inhibitors; 240,000 tested, 0.008% active;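 also: 0% = enzyme with vehicle and -100% = no enzyme basal signal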
Target sequence (P06280 32-429 limits assumed): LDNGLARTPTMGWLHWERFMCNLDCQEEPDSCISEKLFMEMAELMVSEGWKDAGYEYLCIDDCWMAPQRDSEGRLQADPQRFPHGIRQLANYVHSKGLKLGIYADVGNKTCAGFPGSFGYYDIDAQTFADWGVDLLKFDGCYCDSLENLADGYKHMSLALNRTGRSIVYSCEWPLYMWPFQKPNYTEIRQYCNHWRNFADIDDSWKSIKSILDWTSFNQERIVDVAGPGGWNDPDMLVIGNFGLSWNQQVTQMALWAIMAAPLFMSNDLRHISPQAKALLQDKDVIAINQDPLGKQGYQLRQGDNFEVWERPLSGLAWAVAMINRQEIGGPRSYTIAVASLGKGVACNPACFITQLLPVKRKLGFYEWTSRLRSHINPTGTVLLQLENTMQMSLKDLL
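Spleen homogenate 1 ug + cpd (titration) + 4-MU-alpha-D-galactopyranoside 1 mM; 37C 40 min; 50 mM citrate/phosphate pH 5.0, 0.01% Tween-20; stop pH 10; fluorescence 365/440; AC50 via Hill.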
ALDH1A1 block: ALDH1A1 (human) enzyme inhibition; AID 1030; 220,000 tested, 7.3% active; Potency, µM (highest dose often 75.3 µM), for the others: at the top dose activity, negative = inhibition, usual class: inhibitors; Purified ALDH1A1, NADH fluorescence, propionaldehyde substrate; P00352; active = well fitted inhibition curve with a large enough effect, not every such curve was filed as active; inconclusive = small, poorly fitted or top-dose-only effect, or another doubt; inactive = no such curve, though single readings can be large or run the other way;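 also: plate controls were no enzyme wells and a reference inhibitor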
Target sequence (P00352 whole entry, looked up): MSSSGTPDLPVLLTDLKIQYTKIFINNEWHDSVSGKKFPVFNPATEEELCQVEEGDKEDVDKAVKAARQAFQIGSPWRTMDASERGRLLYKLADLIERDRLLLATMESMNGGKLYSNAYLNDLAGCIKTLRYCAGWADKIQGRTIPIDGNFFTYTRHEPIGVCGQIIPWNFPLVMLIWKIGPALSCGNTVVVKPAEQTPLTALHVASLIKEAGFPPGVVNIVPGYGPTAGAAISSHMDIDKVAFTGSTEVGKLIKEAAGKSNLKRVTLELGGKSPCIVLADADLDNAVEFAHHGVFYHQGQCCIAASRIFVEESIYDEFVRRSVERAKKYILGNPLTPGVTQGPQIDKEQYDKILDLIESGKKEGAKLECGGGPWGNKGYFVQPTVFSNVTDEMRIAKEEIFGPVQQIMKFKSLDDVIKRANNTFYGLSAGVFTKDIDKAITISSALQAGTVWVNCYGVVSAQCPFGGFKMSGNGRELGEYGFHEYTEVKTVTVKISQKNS
Numbers without * were called inactive; ? = inconclusive; . = not tested or not shown; [ ] = another dose, or the depositor's remark. Unless noted, calls follow the shape of the dose curve; as a rule, active = well fitted curve in the direction sought with a large enough effect; inconclusive = small, poorly fitted or top-dose-only effect, or another doubt; inactive = no such curve, though single readings can be large; an effect the other way counts as inactive or inconclusive. Unless noted, % is scaled to controls: 0 for no effect and ±100 for the full control effect; potency is read from the fitted curve at half-maximal effect. Random draw from the library, and some 8.5% of all compounds hit somewhere here.

SMILES	L3MBTL1 block	Tau fluor cs	TRb-SRC2 inh	TexasRed fluor	Tau fibril ThT	Tau FP inhib	aGal spleen mod	ALDH1A1 block
O=C1c2ccccc2C(=O)N1Cc1nc(-c2ccccn2)no1	.	-2%	10%	0%	1%	-6%	1%	0%
O=C(CNCc1ccco1)Nc1ccccc1-n1cccc1	11%	-5%	2%	-5%	-13%	-11%	-2%	-1%
COc1ccc2c(c1)c1c(n2C(C)=O)C(OC(C)=O)=NCC1	-2%	-1%	-13%	-2%	-12%	3%	-9%	2%
Cc1nnsc1C(=O)Nc1ccc(Cl)cc1	6%	4%	-10%	1%	1%	0%	-2%	0%
Cc1[nH]n(-c2ccccc2)c(=O)c1/C=N/NC(=O)C(C)C	-28%	-5%	-18%	-8%	-14%	-3%	4%	25µM*
CCN(Cc1ccccc1)S(=O)(=O)c1ccc(S(=O)(=O)N(Cc2cccc(OC)c2)CC2CCCO2)cc1 (stereo unspecified)	.	-18%	-10%	2%	-6%	11%	2%	?
CCOC(=O)c1sc(NC(=O)CSc2nncn2C)nc1C	3%	0%	2%	-3%	-2%	?	2%	?
CC(C)Cn1cnc2c1c(=O)n(CC(O)c1ccccc1)c(=O)n2CC(C)C (stereo unspecified)	.	-11%	8%	-1%	1%	3%	-3%	?
CCOC(=O)c1cccc(N2C(=O)C3C(C2=O)C2C=CC3C23CC3)c1 (stereo unspecified)	.	-16%	-4%	-1%	-7%	-12%	-3%	4%
O=C(O)c1ccccc1N/N=C\c1ccnc2ccccc12	-5%	-24%	-7%	-22%	5µM*	11%	12%	?
O=C(NCCc1ccc(Cl)cc1)C1CCN(c2ncnc3c2nc2n3CCCCC2)CC1	.	-6%	-2%	-5%	-2%	-4%	.	.
CN(NC(=O)c1ccccc1)c1ncc(C(F)(F)F)cc1Cl	-3%	-6%	-11%	-7%	-5%	8%	4%	-3%
CCOc1ccc(CN(CCO)CCO)cc1C(=O)OC	5%	-6%	2%	0%	-12%	-5%	6%	18%
NC(=O)C1CCN(C(=O)OCc2ccccc2)CC1	3%	-4%	7%	-4%	-5%	-3%	0%	9%
CC(C)(C)NC(=O)c1ccnc(C(C)(C)C)c1	.	3%	8%	-1%	-5%	6%	6%	-3%
COc1ccc(S(=O)(=O)N2CCN(CC(=O)Nc3cc(C(F)(F)F)ccc3Cl)CC2)cc1	-2%	-10%	2%	-3%	3%	3%	-13%	31%[activator]
COc1ccc(C2CC(=O)c3c([nH]c(C(=O)OC4CCCCCC4)c3C)C2)cc1 (stereo unspecified)	.	-9%	-2%	-1%	-2%	2%	.	.
CCC(C)N(C(=O)COC(=O)c1cn(CC)c2nc(C)ccc2c1=O)C1CCS(=O)(=O)C1 (stereo unspecified)	45%[activator]	1%	-17%	0%	4%	-7%	-10%	-6%
Cc1ccc(Cn2c(NCCCn3ccnc3)nc3c2c(=O)n(C)c(=O)n3C)cc1	-4%	-11%	-1%	-2%	-3%	8%	3%	-9%
Cc1ncc(CN2CCN(C(C)C)C(CCO)C2)s1 (stereo unspecified)	6%	-7%	13%	-3%	-13%	-3%	11%	7%
C=CCn1c(SCC(=O)NC(=O)c2cccn2C)nc2ccccc2c1=O	.	-7%	5%	0%	-8%	6%	8%	?
Cc1cc(C)cc(NC(=O)Cn2cc(C(=O)c3ccncc3)c(=O)c3cc(C)c(C)cc32)c1	.	?	-2%	-6%	?	0%	.	.
Nc1nn2cc(-c3ccccc3)nc2c2ccccc12	.	-24%	5%	-8%	4%	-6%	25%	?
Cn1c(SCC(=O)Nc2ccc3nc(SCC(=O)N4CCCC4)sc3c2)nnc1-c1ccccc1	?	-20%	3%	-14%	?	-3%	-13%	22µM*
CC1CCCN(c2ccc(C(=O)NCc3ccc4c(c3)OCO4)cc2[N+](=O)[O-])C1 (stereo unspecified)	-33%	?	5%	-1%	?	3%	2%	?

Copied from the list.
Under aGal spleen mod, Cc1nnsc1C(=O)Nc1ccc(Cl)cc1 has the entry -2%
Under Tau fibril ThT, CCN(Cc1ccccc1)S(=O)(=O)c1ccc(S(=O)(=O)N(Cc2cccc(OC)c2)CC2CCCO2)cc1 (stereo unspecified) has the entry -6%
Under Tau fluor cs, O=C(O)c1ccccc1N/N=C\c1ccnc2ccccc12 has the entry -24%
Under TRb-SRC2 inh, Cc1ncc(CN2CCN(C(C)C)C(CCO)C2)s1 (stereo unspecified) has the entry 13%

Pulled one by one from above:
SMILES	L3MBTL1 block	Tau fluor cs	TRb-SRC2 inh	TexasRed fluor	Tau fibril ThT	Tau FP inhib	aGal spleen mod	ALDH1A1 block
COc1ccc(C2CC(=O)c3c([nH]c(C(=O)OC4CCCCCC4)c3C)C2)cc1 (stereo unspecified)	.	-9%	-2%	-1%	-2%	2%	.	.
CN(NC(=O)c1ccccc1)c1ncc(C(F)(F)F)cc1Cl	-3%	-6%	-11%	-7%	-5%	8%	4%	-3%

Some of the entries above, reformatted:
Order of values: L3MBTL1 block | Tau fluor cs | TRb-SRC2 inh | TexasRed fluor | Tau fibril ThT | Tau FP inhib | aGal spleen mod | ALDH1A1 block
Cc1ccc(Cn2c(NCCCn3ccnc3)nc3c2c(=O)n(C)c(=O)n3C)cc1
  -4% | -11% | -1% | -2% | -3% | 8% | 3% | -9%
O=C1c2ccccc2C(=O)N1Cc1nc(-c2ccccn2)no1
  . | -2% | 10% | 0% | 1% | -6% | 1% | 0%
COc1ccc(C2CC(=O)c3c([nH]c(C(=O)OC4CCCCCC4)c3C)C2)cc1 (stereo unspecified)
  . | -9% | -2% | -1% | -2% | 2% | . | .

Remaining list, next part.
SMILES	L3MBTL1 block	Tau fluor cs	TRb-SRC2 inh	TexasRed fluor	Tau fibril ThT	Tau FP inhib	aGal spleen mod	ALDH1A1 block
CC1CCN(c2oc(-c3cccc4ccccc34)nc2C#N)CC1	-23%	-5%	-3%	-8%	0%	-15%	7%	?
COc1ccc(CNC(C)C(=O)Nc2ccc3ccccc3c2)cc1OC (stereo unspecified)	-1%	-1%	-6%	1%	6%	-4%	4%	15%
Cc1ccc(C)c(Nc2cc(C(=O)NC3CCCC3)c3ccccc3n2)c1	.	-9%	-2%	0%	1%	-1%	.	.
Cc1nc(NC2CCCC2)sc1C(=O)N(C)C	.	-2%	-1%	1%	1%	-5%	3%	8%
CC(C)Sc1nnc(-c2c[nH]c3ccccc23)n1C	.	-12%	1%	-4%	-12%	5%	-8%	?
NC(=O)c1cc[n+](CC2=C(C(=O)O)N3C(=O)[C@@H](NC(=O)[C@@H](c4ccccc4)S(=O)(=O)[O-])[C@H]3SC2)cc1	.	0%	3%	0%	-2%	?	0%	-10%
Cn1c(Cc2cccs2)nnc1SCC(=O)N1CCc2ccccc21	.	7%	-2%	-7%	3%	3%	2%	-8%
O=C(NCc1ccco1)c1cc(-c2cccs2)on1	-7%	-9%	-21%	0%	-7%	-3%	15%	22µM*
Cc1ccc(NC(=S)N(CCN(C)C)Cc2cc3cccc(C)c3[nH]c2=O)cc1	0%	-1%	3%	-2%	-4%	-5%	-4%	-3%
O=c1oc(-c2ccc(F)cc2)nc2ccsc12	.	-12%	-1%	-5%	?	9%	-20%	0%
C=C(Br)Cn1c(CCCC)nc2ccccc21	-2%	3%	-22%	-2%	-2%	12%	?	1%
CC(C)c1ccc(OCC(=O)N(Cc2ccccc2)c2ccccn2)cc1	29%	0%	9%	-2%	-8%	-6%	-5%	-6%
COCCOC(=O)c1c(NC(=O)CNCc2ccco2)sc(C(N)=O)c1C	?	-18%	3%	-4%	?	2%	0%	10µM*
COc1ccc(CNC(=O)COC(=O)c2ccc3c(c2)OCCO3)cc1	-12%	7%	-17%	2%	-3%	-4%	7%	-8%
Cc1cc(F)ccc1S(=O)(=O)Nc1ccccc1C(=O)NCc1cccnc1	-5%	-11%	-5%	-1%	-4%	0%	-2%	?
CCOc1cc(C2C3=C(CC(C)(C)CC3=O)Nc3n[nH]c(C)c32)ccc1O (stereo unspecified)	.	-5%	1%	-1%	-8%	-6%	4%	-16%
CCc1nnc(NC(=O)c2cccc(S(=O)(=O)N3CCN(c4ccccc4)CC3)c2)s1	-3%	-15%	-20%	0%	-5%	-4%	5%	-1%
Cc1ccc(C2=N/C(=C\c3ccc(OS(=O)(=O)c4ccc(C)cc4)cc3)C(=O)O2)cc1	0%	-13%	-4%	0%	-14%	-6%	7%	25µM*
Cc1nc(-c2ccc(C(=O)N3CCOCC3)cc2)cs1	12%	1%	-6%	-3%	-2%	2%	-5%	10%
Cc1cc(OCC(O)CN2CCN(C)CC2)ccc1C(C)C (stereo unspecified)	3%	1%	3%	3%	-7%	2%	7%	2%
COC(=O)c1ccc(COC(=O)c2nn(C)c(=O)c3ccccc23)cc1	6%[11.4 µM]	-4%	-1%	-3%	-3%	-2%	-2%	1%
COc1cccc(NC(=O)CSC2=Nc3ccccc3C3=NC(CCC(=O)NCCc4ccccc4)C(=O)N23)c1 (stereo unspecified)	.	-15%	3%	0%	-8%	0%	.	.

5 compounds out of the list, sorted by molecular weight, descending:
SMILES	L3MBTL1 block	Tau fluor cs	TRb-SRC2 inh	TexasRed fluor	Tau fibril ThT	Tau FP inhib	aGal spleen mod	ALDH1A1 block
CCN(Cc1ccccc1)S(=O)(=O)c1ccc(S(=O)(=O)N(Cc2cccc(OC)c2)CC2CCCO2)cc1 (stereo unspecified)	.	-18%	-10%	2%	-6%	11%	2%	?
CC(C)Cn1cnc2c1c(=O)n(CC(O)c1ccccc1)c(=O)n2CC(C)C (stereo unspecified)	.	-11%	8%	-1%	1%	3%	-3%	?
COc1ccc(CNC(=O)COC(=O)c2ccc3c(c2)OCCO3)cc1	-12%	7%	-17%	2%	-3%	-4%	7%	-8%
O=C1c2ccccc2C(=O)N1Cc1nc(-c2ccccn2)no1	.	-2%	10%	0%	1%	-6%	1%	0%
O=C(O)c1ccccc1N/N=C\c1ccnc2ccccc12	-5%	-24%	-7%	-22%	5µM*	11%	12%	?

Bioassay records from PubChem.
